High-throughput results as filed in PubChem BioAssay.
PRC2 inh = EZH2 (human) methyltransferase inhibition | Q15910 | inhibition, % at 12.5 µM | 0.35% of 57,000 active | PRC2 H3K27 methylation, DELFIA TRF, 1 h | AID 651548;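 active means mean inhibition of replicates at least 50% and every single replicate also reaching 50%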;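 further: dimethyl H3K27 on biotinylated H3 21-44 peptide detected by antibody; plate controls were median neutral control wells for no effect and median positive control wells for full effect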
IDH1 mut inh = inhibitors of human IDH1 R132H; IDH1 R132H reductase, diaphorase/resazurin fluorescence, 60 min; O75874; 0.18% of 70,000 active; inhibition, % at 10 µM; in the data active means inhibition above about 34%;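 further: 0% = DMSO and 100% = no enzyme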
Target sequence (O75874 whole entry R132H): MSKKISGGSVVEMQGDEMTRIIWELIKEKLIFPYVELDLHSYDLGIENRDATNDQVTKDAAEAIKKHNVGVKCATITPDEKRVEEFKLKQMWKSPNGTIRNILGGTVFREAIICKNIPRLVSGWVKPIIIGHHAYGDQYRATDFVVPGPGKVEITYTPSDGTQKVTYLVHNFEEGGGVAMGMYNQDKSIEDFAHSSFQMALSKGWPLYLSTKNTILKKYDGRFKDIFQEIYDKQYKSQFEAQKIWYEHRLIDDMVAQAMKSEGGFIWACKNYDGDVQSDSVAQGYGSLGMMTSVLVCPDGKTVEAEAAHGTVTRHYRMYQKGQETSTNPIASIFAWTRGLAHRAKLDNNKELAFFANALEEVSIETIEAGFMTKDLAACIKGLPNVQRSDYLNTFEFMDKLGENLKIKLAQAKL
* hit, by the source's call; nt = no result given.

SMILES | PRC2 inh | IDH1 mut inh
C[C@@H]1CN([C@H](C)CO)C(=O)c2cc(NS(=O)(=O)c3ccc(F)cc3)ccc2O[C@@H](C)CCCCO[C@@H]1CN(C)C(=O)CCCN(C)C | nt | 0.7
C[C@@H]1CN([C@@H](C)CO)S(=O)(=O)c2ccc(-c3ccncc3)cc2O[C@@H]1CN(C)Cc1cncnc1 | nt | -0.2
CC/C=C\[C@H](O)[C@H](O)C1=C(C)C(=O)[C@]2(O1)C(=O)N[C@@](OC)(C(=O)c1ccccc1)C2O (stereo not given in full) | 5 | 0.1
O=C(C[C@H]1C[C@H]2c3cc(NC(=O)C4CCOCC4)ccc3O[C@H]2[C@@H](CO)O1)NCc1cccnc1 | 0 | 0.8
C[C@@H]1CN([C@H](C)CO)C(=O)c2cc(C#CCc3ccccc3)cnc2O[C@@H]1CN(C)Cc1ccccn1 | 7 | -3.7
CCCC(=O)Nc1ccc2c(c1)C(=O)N(C)C[C@@H](OC)[C@@H](C)CN(Cc1ccncc1)[C@@H](C)CO2 | 0 | 0.4
CCCNC(=O)Nc1ccc2c(c1)C(=O)N(C)C[C@@H](OC)[C@H](C)CN[C@@H](C)CO2 | 8 | -0.1
CO[C@@H]1CN(C)C(=O)c2ccc(NC(=O)Nc3ccccc3)cc2OC[C@H](C)N(C(=O)Nc2c(C)noc2C)C[C@@H]1C | -14 | -0.6
CCCNC(=O)N(C)C[C@@H]1Oc2ncc(C#CCc3ccccc3)cc2C(=O)N([C@H](C)CO)C[C@H]1C | -2 | 1.2
Cc1noc(C)c1S(=O)(=O)Nc1ccc2c(c1)CC(=O)N([C@H](C)CO)C[C@H](C)[C@@H](CN(C)C)O2 | 3 | -0.2
CO[C@@H]1CN(C)C(=O)c2cc(NC(=O)C3CC3)ccc2OC[C@H](C)N(CCC(F)(F)F)C[C@@H]1C | -1 | 0.2
COc1ccccc1NC(=O)CN(c1ccccc1)S(C)(=O)=O | 3 | -0.2
O=C(C[C@H]1C=C[C@@H](NS(=O)(=O)c2ccccc2)[C@@H](CO)O1)N1CCc2ccccc2C1 | -10 | -0.3
Cc1noc(C)c1S(=O)(=O)Nc1ccc2c(c1)CC(=O)N([C@H](C)CO)C[C@H](C)[C@H](CN(C)S(=O)(=O)c1ccccc1)O2 | nt | 0.9
CC(C)(C)NCC(O)c1ccc(O)c(CO)c1 (stereo not given) | nt | 0.3
COc1ccc(C(C)=O)cc1CSc1nnc(-c2cccc(Br)c2)n1-c1ccccc1 | -2 | -0.5
C[C@@H]1CN([C@@H](C)CO)C(=O)c2cc(NC(=O)Nc3ccccc3)ccc2O[C@@H](C)CCCCO[C@@H]1CN(C)S(=O)(=O)c1ccccc1 | nt | -0.2
N#Cc1ccc(Oc2ccc(C(=O)OCc3cccc(C(=O)c4ccccc4)c3)cc2)cc1C#N | -18 | 0.6
O=C1C(=O)N(CCCN2CCOCC2)C(c2ccc(F)cc2)C1C(=O)c1cc2ccccc2o1 (stereo not given) | -26 | 0.2
CC(C)(Sc1ccc(CCN(CCCCC2CCCCC2)C(=O)NC2CCCCC2)cc1)C(=O)O | 86* | -0.9
C[C@H](CO)N1C[C@H](C)[C@H](CN(C)S(=O)(=O)c2ccc(Cl)cc2)Oc2ccc(NC(=O)Cc3ccccc3)cc2CC1=O | -13 | 2.1
CCC(=O)Nc1ccc2c(c1)OC[C@@H](C)N(Cc1ccncc1)C[C@@H](C)[C@H](OC)CN(C)C2=O | -22 | 0.2
CCCNC(=O)N(C)C[C@@H]1Oc2ncc(-c3ccc(OC)cc3)cc2C(=O)N([C@@H](C)CO)C[C@@H]1C | -4 | 0.1
CC(C(=O)Nc1cccnc1)N(c1ccc(Cl)cc1)S(C)(=O)=O (stereo not given) | -4 | 0.0
CCC(=O)Nc1ccc2c(c1)OC[C@@H](C)N(C(=O)CN1CCOCC1)C[C@@H](C)[C@H](OC)CN(C)C2=O | 1 | -0.1
O=C(CCc1nc(-c2ccccc2F)no1)Nc1cccnc1 | -19 | -0.5
CCCC(=O)Nc1ccc2c(c1)OC[C@H](C)N(Cc1cccc(F)c1)C[C@H](C)[C@H](OC)CN(C)C2=O | -4 | 0.4
CC(C)NC(=O)N(C)C[C@H]1Oc2ncc(-c3ccc(C(=O)N(C)C)cc3)cc2C(=O)N([C@@H](C)CO)C[C@@H]1C | 5 | -0.4
CNC[C@@H]1OCCCC[C@H](C)Oc2ccc(NC(=O)CCC(F)(F)F)cc2C(=O)N([C@@H](C)CO)C[C@H]1C | -1 | 1.7
C[C@@H]1CN([C@@H](C)CO)C(=O)c2cc(C#CC(C)(C)O)cnc2O[C@H]1CN(C)C(=O)CC1CC1 | 2 | -0.6
Cc1noc(C)c1NC(=O)Nc1ccc2c(c1)C(=O)N([C@H](C)CO)C[C@H](C)[C@H](CN(C)C(=O)Nc1c(C)noc1C)OCCCC[C@@H](C)O2 | nt | 2.1
C[C@H]1CN([C@@H](C)CO)C(=O)Cc2cc(NC(=O)Nc3ccc(F)cc3)ccc2O[C@@H]1CN(C)Cc1ccccc1 | -12 | 1.2
CO[C@H]1CN(C)C(=O)c2ccc(NC(=O)c3ccccc3F)cc2OC[C@H](C)NC[C@H]1C | -1 | 0.1
Cc1cc(C)c(S(=O)(=O)N2CCN(c3ccc([N+](=O)[O-])c(NCc4ccco4)c3)CC2)c(C)c1 | 0 | 0.1
C[C@@H]1CCCCO[C@@H](CN(C)S(=O)(=O)c2ccccc2)[C@H](C)CN([C@H](C)CO)C(=O)c2cc(NS(C)(=O)=O)ccc2O1 | nt | -3.5
CC(C)CC#Cc1cnc2c(c1)C(=O)N([C@@H](C)CO)C[C@@H](C)[C@H](CN(C)S(C)(=O)=O)O2 | 5 | -4.8
C[C@H]1CN([C@@H](C)CO)S(=O)(=O)c2ccc(-c3cncnc3)cc2O[C@H]1CN(C)C(=O)CC1CC1 | 2 | 0.5
Cc1cc(-c2noc(-c3snnc3C)n2)no1 | -3 | -0.7
COc1ccccc1S(=O)(=O)N(C)C[C@@H]1OCc2ccccc2-c2c(n(C)c3ccccc23)C(=O)N([C@@H](C)CO)C[C@H]1C | -33 | nt
CO[C@@H]1CN(C)C(=O)c2ccc(NS(C)(=O)=O)cc2OC[C@H](C)N(C(=O)C2CCC2)C[C@H]1C | -8 | 0.1
CN(CC(=O)Nc1ccncc1)S(=O)(=O)c1ccc(Cl)cc1 | 7 | 0.5
C[C@H]1CN([C@@H](C)CO)C(=O)c2cccc(NC(=O)C3CCCCC3)c2O[C@H]1CN(C)Cc1ccc(C(=O)O)cc1 | nt | 1.7
Cc1ccc(SC(C)C(=O)Nc2cccc(N(C)S(C)(=O)=O)c2)cc1 (stereo not given) | 3 | -0.2
COc1ccc(C#Cc2cnc3c(c2)C(=O)N([C@@H](C)CO)C[C@@H](C)[C@@H](CN(C)CC2CCCC2)O3)cc1 | -42 | nt
C[C@@H]1CN([C@@H](C)CO)C(=O)c2cc(NS(=O)(=O)c3cccs3)ccc2O[C@H]1CN(C)C(=O)NC1CCCCC1 | nt | 0.1
CCCN(C)C[C@H]1Oc2ncc(C#CC3CCCCC3)cc2C(=O)N([C@H](C)CO)C[C@@H]1C | nt | 0.4
C[C@H]1CN([C@@H](C)CO)S(=O)(=O)c2ccc(C#Cc3cccc(F)c3)cc2O[C@H]1CN(C)C(=O)CN1CCOCC1 | -19 | 1.5
COc1ccccc1N1CCN(CCN2C(=O)c3ccccc3C(C)(C)C2=O)CC1 | -7 | 1.9

Arranged by length of the SMILES (descending): some entries from above.
SMILES | PRC2 inh | IDH1 mut inh
C[C@H]1CN([C@@H](C)CO)C(=O)c2cccc(NC(=O)C3CCCCC3)c2O[C@H]1CN(C)Cc1ccc(C(=O)O)cc1 | nt | 1.7
C[C@H]1CN([C@@H](C)CO)S(=O)(=O)c2ccc(-c3cncnc3)cc2O[C@H]1CN(C)C(=O)CC1CC1 | 2 | 0.5
COc1ccccc1N1CCN(CCN2C(=O)c3ccccc3C(C)(C)C2=O)CC1 | -7 | 1.9

(more compounds)
SMILES | PRC2 inh | IDH1 mut inh
COc1ccc(OC)c(NC(=O)COc2ccc3c4c(c(=O)oc3c2C)CCC4)c1 | -14 | 0.8
CCC(=O)N(C)C[C@@H]1Oc2ncc(-c3ccccc3F)cc2C(=O)N([C@H](C)CO)C[C@H]1C | -3 | -2.3
CNC[C@@H]1OCCCC[C@H](C)Oc2ccc(NC(=O)Nc3c(C)noc3C)cc2C(=O)N([C@H](C)CO)C[C@@H]1C | -17 | 1.6
C[C@H]1CN([C@@H](C)CO)C(=O)c2cccc(NS(=O)(=O)c3cccs3)c2O[C@H]1CN(C)S(=O)(=O)c1ccc(Cl)cc1 | nt | -4.5
C[C@H]1CN([C@@H](C)CO)C(=O)c2cc(NS(=O)(=O)c3ccc(F)cc3)ccc2O[C@@H]1CN(C)Cc1ccccc1 | -7 | -1.0
O=C(N[C@H]1CC[C@H](CC(=O)N2CCc3ccccc3C2)O[C@@H]1CO)C1CC1 | 0 | 0.1
C[C@@H]1CCCCO[C@H](CN(C)CC2CC2)[C@H](C)CN([C@@H](C)CO)C(=O)c2cc(NC(=O)C3CCCCC3)ccc2O1 | nt | 2.6
COc1ccc(CNC(=O)C[C@@H]2C[C@H]3c4cc(NS(C)(=O)=O)ccc4O[C@H]3[C@H](CO)O2)cc1 | -2 | -1.4
C[C@H]1CN([C@@H](C)CO)C(=O)c2cc(NC(=O)CCCCCC(=O)Nc3ccccc3N)ccc2O[C@H]1CN(C)S(=O)(=O)c1ccccc1 | -29 | nt
C/C=C/c1cnc2c(c1)C(=O)N([C@@H](C)CO)C[C@H](C)[C@H](CN(C)C(=O)CN1CCOCC1)O2 | 2 | -0.2
C[C@@H]1CN([C@@H](C)CO)C(=O)Cc2cc(NC(=O)Nc3ccc(C(F)(F)F)cc3)ccc2O[C@@H]1CN(C)Cc1ccccc1 | -9 | nt
CCOC(=O)c1ccc(NC(=O)Cn2nc([N+](=O)[O-])c(Br)c2C)cc1 | 7 | -0.4
COc1ccc(NC(=O)Nc2ccc3c(c2)C(=O)N([C@H](C)CO)C[C@H](C)[C@H](CN(C)S(=O)(=O)c2ccc(Cl)cc2)OCCCC[C@H](C)O3)cc1 | nt | -0.3
C[C@H]1CN([C@@H](C)CO)C(=O)Cc2cc(NC(=O)Cc3ccccc3)ccc2O[C@H]1CN(C)S(C)(=O)=O | -5 | 6.6
CO[C@H]1CN(C)C(=O)c2cc(NC(=O)Nc3ccccc3F)ccc2OC[C@H](C)N(Cc2ccccc2C(=O)O)C[C@H]1C | 7 | -0.7
CN(c1cccc(NC(=O)c2ccc(N(C)S(=O)(=O)c3ccccc3)cc2)c1)S(C)(=O)=O | nt | 0.3
O=C(C[C@H]1CC[C@H](NC(=O)C2CCOCC2)[C@H](CO)O1)NCC1CCCCC1 | 4 | -0.3
Cc1ccc(OC(=O)N(C)C[C@@H]2OCc3ccccc3-c3ccccc3C(=O)N([C@H](C)CO)C[C@@H]2C)cc1 | 3 | -0.2
COc1ccc(S(=O)(=O)Nc2ccc3c(c2)C(=O)N([C@H](C)CO)C[C@@H](C)[C@@H](CN(C)S(=O)(=O)c2c(C)noc2C)O3)cc1 | nt | -3.0
O=C(Nc1ccccc1)N[C@H]1CC[C@H](CCNC(=O)c2ccccc2F)O[C@H]1CO | -2 | -0.2
CN(C)CC(=O)N[C@@H]1CC[C@@H](CCNC(=O)C2CCC2)O[C@H]1CO | -1 | 0.3
CCCC#Cc1cnc2c(c1)C(=O)N([C@H](C)CO)C[C@H](C)[C@H](CN(C)C(=O)C1CCOCC1)O2 | 9 | nt
Cc1ccc(NC(=O)COc2ccc(C(=O)Nc3cccc(C)c3C)cc2)cc1 | -10 | 0.2
C[C@@H]1CN([C@@H](C)CO)C(=O)Cc2cc(NC(=O)CCCN(C)C)ccc2O[C@H]1CN(C)Cc1ccc(C(=O)Nc2ccccc2N)cc1 | nt | 0.3

Single records, from the list above.
COc1ccc(S(=O)(=O)Nc2ccc3c(c2)C(=O)N([C@H](C)CO)C[C@@H](C)[C@@H](CN(C)S(=O)(=O)c2c(C)noc2C)O3)cc1 across the screens: PRC2 inh: nt; IDH1 mut inh: -3.0
C[C@@H]1CN([C@@H](C)CO)C(=O)Cc2cc(NC(=O)CCCN(C)C)ccc2O[C@H]1CN(C)Cc1ccc(C(=O)Nc2ccccc2N)cc1 across the screens: PRC2 inh: nt; IDH1 mut inh: 0.3
COc1ccc(NC(=O)Nc2ccc3c(c2)C(=O)N([C@H](C)CO)C[C@H](C)[C@H](CN(C)S(=O)(=O)c2ccc(Cl)cc2)OCCCC[C@H](C)O3)cc1 across the screens: PRC2 inh: nt; IDH1 mut inh: -0.3

(next part)
SMILES | PRC2 inh | IDH1 mut inh
C[C@@H]1CN([C@H](C)CO)C(=O)c2cc(/C=C/c3ccccc3)cnc2O[C@H]1CN(C)Cc1cccnc1 | 6 | -0.6
Cc1cc(C(F)(F)F)nc(SCC(=O)Nc2cccc(Cl)c2Cl)n1 | -21 | -0.1
C[C@@H]1CN([C@@H](C)CO)C(=O)c2cc(NC(=O)CCCCCC(=O)Nc3ccccc3N)ccc2O[C@@H](C)CCCCO[C@@H]1CN(C)CC1CCCCC1 | nt | 10
O=C(C[C@H]1C[C@H]2c3cc(NC(=O)c4cccnc4)ccc3O[C@H]2[C@H](CO)O1)NCCN1CCCCC1 | -3 | 0.4
Cc1ccc(S(=O)(=O)Nc2ccc3c(c2)CC(=O)N([C@@H](C)CO)C[C@@H](C)[C@@H](CN(C)Cc2ccc(C(F)(F)F)cc2)O3)cc1 | nt | 4.3
C[C@H](CO)N1C[C@H](C)[C@@H](CN(C)CC2CC2)Oc2ccc(NS(=O)(=O)c3ccc(Cl)cc3)cc2C1=O | -3 | nt
C[C@H](CO)N1C[C@H](C)[C@H](CN(C)Cc2ccncc2)Oc2ccc(NS(=O)(=O)c3ccc(Cl)cc3)cc2CC1=O | -1 | 6.6
C[C@@H]1CN([C@H](C)CO)C(=O)c2cccc(NC(=O)Nc3ccc4c(c3)OCO4)c2O[C@H]1CN(C)C(=O)Nc1cccc2ccccc12 | nt | -2.9

These rows are one share of the data; the hit share may differ from the screen's.
